High-throughput results (PubChem BioAssay)
Polio RdRp inh: inhibitors of poliovirus RNA polymerase binding and polymerization | % elongation, % (compound at 16.7 µg/mL) | P03300 | AID 588519 | poliovirus polymerase elongation, fluorescence polarization; hits give low values | 150,000 tested, 0.66% active; in the data active means % elongation below about 90%; further: some results filed as inactive read as strong as hits
Target sequence (P03300 1749-2209 limits assumed): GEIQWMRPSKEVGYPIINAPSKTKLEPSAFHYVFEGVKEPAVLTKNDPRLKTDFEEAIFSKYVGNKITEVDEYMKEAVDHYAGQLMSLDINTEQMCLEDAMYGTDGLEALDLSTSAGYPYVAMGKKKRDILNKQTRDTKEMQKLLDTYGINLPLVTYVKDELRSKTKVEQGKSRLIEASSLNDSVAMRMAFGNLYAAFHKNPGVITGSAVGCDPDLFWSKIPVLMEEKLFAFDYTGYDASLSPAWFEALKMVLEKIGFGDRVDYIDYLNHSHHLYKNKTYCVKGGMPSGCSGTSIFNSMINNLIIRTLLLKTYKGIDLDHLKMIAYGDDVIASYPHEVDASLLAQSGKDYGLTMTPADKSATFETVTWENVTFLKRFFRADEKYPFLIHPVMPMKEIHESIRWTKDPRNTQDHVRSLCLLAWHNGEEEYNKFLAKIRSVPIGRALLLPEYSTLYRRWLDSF
Polio RdRp inh FP z-score: further read-out of Polio RdRp inh, marked with its call; z-score; measured here: FP z-score; hits read low
* = called active by the depositor. Some of the compounds tested. The share of hits here may be higher or lower than overall.

SMILES | Polio RdRp inh | Polio RdRp inh FP z-score
CCN1C[C@@]2(COC)C3[C@@H](OC)[C@H]4[C@@H]1[C@]3(C(OC)C[C@H]2O)C1C[C@@]2(O)[C@H](OC(=O)c3ccccc3)C1[C@]4(OC(C)=O)[C@@H](O)[C@@H]2OC (stereo partly specified) | 101.0 | 0.3
Cc1ccc(Cl)cc1N1CCN(C(=O)c2ccc(NC(=O)c3nsc4ccccc34)cc2)CC1 | 101.0 | -1.5
COc1ccc(OC)c(-c2noc(N3CCN(c4cc(Cl)ccc4C)CC3)n2)c1 | 109.0 | 0.6
Cc1ccccc1NS(=O)(=O)c1ccc2[nH]cc(C(=O)NC3CCCCC3)c(=O)c2c1 | 103.0 | -0.5
Cc1c(NC2=C(C(=O)c3ccccc3)N(C)S(=O)(=O)c3ccccc32)c(=O)n(-c2ccccc2)n1C | 104.0 | 0.5
CC(=O)N1CCCc2ccc(NC(=O)Cc3ccc(F)cc3)cc21 | 99.0 | -1.2
Cc1cc(C)n(CC(=O)Nc2nc(-c3ccccc3)cs2)n1 | 101.0 | -0.1
Cc1oc(-c2ccccc2)nc1CNS(=O)(=O)c1ccc(Cl)cc1 | 107.0 | 0.1
Cc1noc(C)c1C(=O)Nc1nnc(SCC(=O)O)s1 | 105.0 | 0.1
Cc1cc(NC(=O)CN(c2cccc(C)c2C)S(=O)(=O)c2ccccc2)ccc1Br | 103.0 | -0.4
c1ccc(OCCN2CCNCC2)cc1 | 103.0 | 0.3
CCCOc1ccc(C2=NC(c3ccncc3)=Nc3ccc(C)cc3N2)cc1 | 108.0 | -0.1
CCN(CC)C(=O)COc1ccc(OC)cc1 | 101.0 | 0.1
COCCn1c(N)c(C(=O)NCc2ccccc2)c2nc3ccccc3nc21 | 107.0 | 0.5
COc1cccc(-c2nc3c(c(C)nn3-c3ccccc3)c3cc(OC)c(OC)cc23)c1 | 103.0 | -0.2
CC(=O)N1CC(C)Sc2cc(S(=O)(=O)NCc3ccco3)ccc21 (stereo unspecified) | 99.0 | -0.8
Cc1ccc2nc(NC(=O)c3cc(=O)c4cc(C)c(C)cc4o3)sc2c1 | 103.0 | -0.9
Cc1ccc(Cn2c(SC(C)C(N)=O)nc3ccccc3c2=O)cc1 (stereo unspecified) | 102.0 | -0.2
CCc1ccc(C(=O)c2cn(CC(=O)Nc3ccc(F)c(F)c3)c3cc(OC)c(OC)cc3c2=O)cc1 | 109.0 | 0.5
O=c1oc2ccccc2n1CN1CC=C(c2ccccc2)CC1 | 104.0 | 0.1
CC1CN(C(=O)C(C)Sc2nc(-c3ccccc3)cc(C(F)(F)F)n2)CC(C)O1 (stereo unspecified) | 100.0 | -0.3
O=C(CC(Sc1ccccc1C(=O)O)c1ccc(F)cc1)c1ccc(F)cc1 (stereo unspecified) | 98.0 | -0.7
Cc1c(/C=C/C(=O)Oc2ccc(C#N)cc2)sc2ccccc12 | 103.0 | -0.2
O=c1[nH]c2c(c(=O)[nH]1)CCC2 | 103.0 | 0.1
COc1cc(CN2CCc3nc(Nc4ccc5c(c4)OCCO5)ncc3C2)cc(OC)c1OC | 103.0 | -0.4
Remaining list, next part:
SMILES | Polio RdRp inh | Polio RdRp inh FP z-score
CC(C)NC(=O)C1CCN(C(=O)c2cc3sccc3n2Cc2ccc(Cl)cc2)CC1 | 111.0 | 1.4
Oc1ccccc1C1NN=C(c2ccccc2)S1 (stereo unspecified) | 102.0 | 0.1
N#Cc1cccc(NC(=O)COC(=O)C2=NNC(=O)CC2)c1 | 103.0 | -0.1
COc1ccc2oc(=O)c(-c3nc(-c4cccs4)no3)cc2c1 | 119.0 | 0.5
Cc1ccc(C)c(NC(=O)c2cnn(-c3ccc(F)cc3F)c2C2CCNCC2)c1 | 100.0 | -0.3
COc1ccc(C(=O)N2CCc3cc(OC)c(OC)cc3C2COc2ccccc2OC)cc1 (stereo unspecified) | 109.0 | 0.3
Cc1cccc(-n2c3nc(=O)[nH]c(=O)c-3cc3c(Cl)cccc32)c1C | 106.0 | 0.5
O=C(O)c1ccc(N=Cc2cn(-c3ccccc3)nc2-c2cccs2)cc1 | 108.0 | 0.6
CCCSC1=N/C(=C/c2cccs2)C(=O)N1c1ccc(F)c(Cl)c1 | 103.0 | 0.4
CC(C)NC(=S)N/N=C/c1ccco1 | 98.0 | -0.9
O=c1c2c(nc3cc(-c4ccco4)[nH]n13)CCCC2 | 104.0 | 0.7
CCCN1C(=O)c2ccccc2NC1c1ccc(Br)cc1 (stereo unspecified) | 101.0 | -0.2
CCN(CC)S(=O)(=O)c1ccc(C(=O)OCC(=O)c2ccc3c(c2)OCCO3)cc1 | 102.0 | 0
Cc1cccc(N2CCN(c3ccc4cc(S(=O)(=O)N5CCC(C)CC5)ccc4n3)CC2)c1C | 110.0 | 0.7
CCOc1ccc(S(=O)(=O)N(CC(=O)NCc2ccccc2OC)c2ccccc2)cc1 | 106.0 | 0.3
NC(=S)c1cccnc1 | 104.0 | 0.1
COc1ccc(C2C(C#N)=C(N)OC3NN=C(C)C32)cc1COc1cccc(Cl)c1 (stereo unspecified) | 104.0 | 0
CCc1ccc(CNC(=O)c2ccc(CS(=O)c3ccc(Br)cc3)o2)cc1 (stereo unspecified) | 107.0 | 0.1
OC(CCN1CCOCC1)(c1ccc(Cl)cc1)C1CCCCC1 (stereo unspecified) | 104.0 | 0.5
O=C(CCSc1nc(-c2ccco2)cc(C(F)(F)F)n1)NCc1ccncc1 | 104.0 | 0.6
O=C(CN(Cc1ccccc1F)C(=O)c1ccco1)NCc1ccc(F)cc1 | 105.0 | 0.9
N#C/C(=C\c1ccc(-c2ccc(C(=O)O)cc2)o1)C(=O)Nc1ccccc1C(=O)O | 106.0 | 0.1
Cc1ccccc1N1C(=O)CC(SC2=NCCS2)C1=O (stereo unspecified) | 103.0 | 0.4
CC(C)c1ccc(NC(=O)CN(C)S(=O)(=O)c2ccc3c(c2)n(C)c(=O)c(=O)n3C)cc1 | 100.0 | -1.3
O=C(NCc1ccc2c(c1)OCO2)c1ccc2c(c1)N(Cc1cccc(Cl)c1)C(=O)c1ccccc1S2=O (stereo unspecified) | 107.0 | 0.1
(continued)
SMILES | Polio RdRp inh | Polio RdRp inh FP z-score
CN(C)c1ccc(CNC(=O)c2cnc3sc(N4CCOCC4)nn3c2=O)cc1 | 104.0 | -0.2
COc1ccc(CC(=O)NCc2ccc3c(c2)CCN3C(=O)c2ccc(C)cc2)cc1OC | 104.0 | -0.6
CCCN(Cc1cccs1)C(=O)Nc1cc(C)ccc1OC | 110.0 | 0.6
CCSc1nnc2c3cc(Br)ccc3n(C)c2n1 | 100.0 | -0.5
COC(=O)C12CC3(C(=O)OC)CC(C(=O)OC)(CC(C(=O)OC)(C1)C3=O)C2=O | 97.0 | -0.3
O=C(CSc1ccccc1Cl)N1CCCC1 | 103.0 | 0.3
COC(=O)c1cn(CC(=O)OCC(=O)Nc2ccc(N3CCOCC3)cc2)c2ccccc12 | 99.0 | -0.6
O=C(CCC(=O)N1CCSc2ccccc21)N1CCCCC1 | 101.0 | -1
Cc1cc(NC(=O)C2c3ccccc3C(=O)N(CC(C)C)C2c2cccs2)no1 (stereo unspecified) | 100.0 | -0.9
COc1ccccc1CNC(=O)CCC1N=C2c3ccccc3N=C(SCc3ccc(C)cc3C)N2C1=O (stereo unspecified) | 106.0 | 0.4
Cc1cc(C(=O)NCc2ccc(C(=O)O)o2)c(C)o1 | 99.0 | -0.5
Cc1ccc(-n2ncc3c(NNC(=O)c4ccccc4C)ncnc32)cc1 | 104.0 | -0.5
CCN(CC)CC(=O)Nc1ccc(S(N)(=O)=O)cc1 | 100.0 | -0.1
COc1nnc(-c2ccc(N3CCCCC3)c(NC(=O)c3ccccc3Cl)c2)c2ccccc12 | 104.0 | 0.1
CCN(C(=O)CC(C)C)C1CCCCC1 | 103.0 | -0.2
Cn1nnc2cc(C(=O)N3CCCCC3)ccc21 | 99.0 | -0.7
CC(C)(C)c1cc(C(C)(C)C)n(-c2ccc(NC(=O)COCC(=O)O)cc2)n1 | 100.0 | -0.5
COCCNC(=O)CN1C(=O)COc2ccc(S(=O)(=O)N3CCCC3)cc21 | 105.0 | 0
CCOC(=O)C1(c2ccccc2)CCN(C(=O)c2c(C)oc3ccc(OC)cc23)CC1 | 102.0 | 0.2
COC(=O)c1[nH]c(C)c(C(=O)OC)c1C | 99.0 | -0.3
COC(=O)NC12CC3CC(CC(C3)C1)C2 | 102.0 | 0.1
C=CCSc1nc2c(cc1C#N)CCC2 | 105.0 | 1
COc1ccc(CC2C(=O)NC(=O)N(c3ccccc3)C2=O)c(OC)c1 (stereo unspecified) | 103.0 | 0.4
O=S(=O)(c1ccc(Cl)cc1)C(F)(F)F | 103.0 | 0
CCOc1cc(CCC(=O)NCCn2ccnc2C)on1 | 103.0 | 0.2
Carrying on:
SMILES | Polio RdRp inh | Polio RdRp inh FP z-score
COc1cc(Cl)c(NS(=O)(=O)c2ccc(-c3cnc(C4CC4)o3)cc2)c(OC)c1 | 87.0* | -4.5*
O=C(CN1C(=O)c2ccccc2C1=O)OCc1cc(=O)n2cc(Br)ccc2n1 | 97.0 | -0.8
CC(=O)Nc1ccccc1OCC(=O)Nc1cc(C)cc(C)c1 | 105.0 | 0.4
NC(=S)N/N=C1/C2C3CC4C5C3C1C5C1(OCCO1)C42 (stereo unspecified) | 103.0 | 0.1
CCCn1c(N)c(N2CCCCC2)c(=O)n(CC(=O)Nc2ccccc2)c1=O | 100.0 | -0.1
CC(=O)c1cccc(Nc2ccc3cc(S(=O)(=O)N4CCCC4)ccc3n2)c1 | 102.0 | -0.9
COc1nc(NC23CC4CC(CC(C4)C2)C3)nc(OC)n1 | 103.0 | 0.2
Cc1ccc2c(=O)cc(C(=O)Nc3sc4c(c3C(=O)NCc3cccnc3)CCCC4)oc2c1C | 118.0 | 2.1
c1ccc2[nH]c(SCCN3CCCC3)nc2c1 | 102.0 | 0.1
COc1ccc(-c2cc3nc(C)c(CCC(=O)Nc4ccccc4C(N)=O)c(C)n3n2)c(OC)c1 | 101.0 | -0.7
CCOCC(=O)NC1CCSC1=O (stereo unspecified) | 100.0 | -0.4
C=CCN(CC=C)C(=S)Oc1ccc(C(=O)Nc2cccc3ccccc23)cc1 | 103.0 | 0.1
Cc1oc(-c2cccc(Cl)c2)nc1CN1CCC(C(=O)NC(C)C)CC1 | 108.0 | 0.4
O=C1CCCN1C(=O)CSc1nc2ccccc2o1 | 103.0 | 0
Nc1c(C(=O)Nc2ccccc2)nnn1Cc1ccc(F)cc1Cl | 107.0 | 0.4
COc1ccc(-c2nn(CCC#N)c(=O)[nH]2)cc1 | 100.0 | -0.6
Cc1ccc(C)c(OCCn2cc(C(=O)c3cccs3)c3ccccc32)c1 | 102.0 | -0.3
COc1ccc(NC(=O)c2cc(=O)[nH]c3ccccc23)cc1 | 104.0 | 0.3
CCc1cc(=O)[nH]c(SCc2nc(-c3cccc(Cl)c3)no2)n1 | 110.0 | 0.6
CCOC(=O)C1CCN(C(=O)c2ccc3c(c2)sc2nc(-c4ccc(OC)cc4)cn23)CC1 | 103.0 | -0.6
COc1ccc(OC)c(NC(=O)C2CCCCC2C(=O)O)c1 (stereo unspecified) | 99.0 | -0.7
Cc1cc(C)c(C(=O)COc2ccc(-c3nnco3)cc2)cc1C | 98.0 | -1
Cc1ccc(C)c(NC(=O)Cn2nc(C)c3nn(-c4ccc(Cl)cc4)c(C)c3c2=O)c1 | 109.0 | 0.1
Cc1ccc(OCc2nnc(SCC(=O)Nc3nccs3)n2C(C)C)c(C)c1 | 99.0 | -1.4
CCCCN(CC)CCCNC(=O)c1nn(C)c2c1CSc1ccccc1-2 | 114.0 | 0.4
(next part)
SMILES | Polio RdRp inh | Polio RdRp inh FP z-score
CCOc1cc(CNC23CC4CC(CC(C4)C2)C3)ccc1OCc1cccs1 | 99.0 | -1
COC(=O)c1c(-c2cccs2)csc1NC(=O)COc1ccccc1 | 66.0* | -3.7*
O=C(COc1ccccc1)n1c(=O)oc2ccccc21 | 101.0 | 0.5
COc1ccc(-c2nc(CSc3nncs3)cs2)cc1 | 102.0 | 0
NNC(=O)/C(=C\c1ccccc1)NC(=O)c1ccccc1 | 106.0 | 0.3
CC(C)c1ccc(Nc2nc(N3CCCCC3)nc(N3CCCCC3)n2)cc1 | 104.0 | 0
O=c1c2oc3ccccc3c2n(Cc2ccc(Cl)cc2)c(=O)n1Cc1ccco1 | 106.0 | -0.3
CC1CCn2c(nc3cc(C(=O)NCc4ccc(OC(C)C)cc4)ccc32)C1 (stereo unspecified) | 109.0 | 0.2
Cc1cc(C)nc(Nc2n[nH]c(COc3ccc4ccccc4c3)n2)n1 | 103.0 | 0.4
CCn1c(SCc2c(F)cccc2Cl)nc(=O)c2c(C(=O)OC)cc(C3CC3)nc21 | 107.0 | -0.4
COC(=O)c1cc2oc3ccccc3c2n1Cc1c(F)cccc1Cl | 110.0 | 0
Cc1ccc(S(=O)(=O)C(CNC(=O)c2ccc(C(F)(F)F)cc2)c2ccco2)cc1 (stereo unspecified) | 112.0 | 1
N#C/C=C/N1CCC(CCCC2CCN(/C=C/C#N)CC2)CC1 | 101.0 | -0.1
